Screens deposited in PubChem by National Center for Advancing Translational Sciences (NCATS).
Lipid storage S3: qHTS Assay for Lipid Storage Modulators in Drosophila S3 Cells. hit rate 0.64% among 320,000. AID 2685. Drosophila S3 cells, BODIPY lipid droplet fluorescence, 18-24 h; cells fed with added oleic acid. Potency in µM for hits, for the others lipid storage change, negative = inhibition, % at the top dose, mostly 46.1 µM; active means well fitted inhibition curve with a large enough effect in the signal ratio, with a control signal flat, not every such curve was filed as active; inconclusive means small, poorly fitted or top-dose-only effect, or effect the other way, or a change in a side signal; the % refers to the signal ratio
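Drosophila S3 cells got compounds at several concentrations plus oleic acid (400 uM solution). Laser-scanning cytometry with 488 nm excitation read lipid droplets at 500-530 nm and cells at 575-640 nm. Percent activity was relative to 20 uM Triacsin C.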
Lipid storage S3 cell count max: recorded beside Lipid storage S3, whose call it bears; cell number change, %; measured here: cell count max response;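 cells counted by Cell Tracker Red CMTPX staining in the red channel; peak over a dose series mostly up to 46.1 µM; percent activity relative to internal control wells on each plate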
Active calls of the source: *; i = inactive; ? = inconclusive; . = not tested or not shown. On the % scale 0 is the no-effect control and ±100 the full control effect; potency means the concentration at half of the fitted maximal effect. Only part of the results is shown; count on the stated rates, not on these rows.

Lipid storage S3 | Lipid storage S3 cell count max | structure
0.7% | -14.5 | Cc1ccc(O)c(NC(=O)C2CC(c3ccc(F)cc3)=NO2)c1 (configuration not stated)
-0.2% | 1.6 | CC/C(O)=C1\C(=O)CC(c2ccccc2)CC1=NCCC(=O)O (configuration not stated)
-8.5% | 17.0 | CC(C)[C@@H]1C=C(C(=O)O)O[C@H](OCCCCO)C1
? | . | OC(CNC1CCCc2ccccc21)COc1c(Cl)cccc1Cl (configuration not stated)
-4.8% | 34.1 | O=C(CN1CCN(S(=O)(=O)c2ccc(Cl)cc2)CC1)NC1CCCC1
-9.1% | -3.9 | CCn1nc(C)cc1C(=O)n1nc(C)c(Sc2ncccn2)c1C
? | . | Cc1cc(NS(=O)(=O)c2ccc(NC(=O)Cc3ccc([N+](=O)[O-])cc3)cc2)no1
-3.0% | -5.3 | O=C(N/N=C/c1ccc(F)c(F)c1)c1cc2c(s1)-c1ccccc1CC2
? | . | COc1ccc(-c2nnc(SC(C(=O)c3c[nH]c4ccccc34)c3ccccc3)n2N)cc1OC (configuration not stated)
? | . | O=C(COC(=O)/C=C/c1cccc(Cl)c1)NC1CCCC1
? | . | CCC(=O)c1ccc(OCC(=O)N2CCN(C(=O)c3ccccc3)CC2)cc1
? | . | CCCN(CC1CCCO1)C(=O)c1cc(COc2ccc(F)cc2F)on1 (configuration not stated)
-1.3% | -6.9 | O=C(CSc1nnc(COc2ccccc2)n1Cc1ccco1)NCc1ccco1
? | . | COc1ccc(/C(N)=N/OC(=O)c2cc(-c3ccccc3)nc3ccccc23)cc1
-26.7% | -28.7 | CN(c1ccccc1)S(=O)(=O)c1cccc(NC(=O)CCNC(=O)c2ccccc2)c1
1.3% | -3.4 | c1cncc(-c2nnc(-c3ccco3)o2)c1
? | . | COc1cccc(COC(=O)C2CCN(S(=O)(=O)c3ccc(Cl)cc3)CC2)c1OC
13.6% | 13.9 | c1ccc(-n2cc(CN3CCC(N4CCOCC4)CC3)c(-c3ccc4c(c3)OCO4)n2)cc1
0.7% | 7.7 | N#CCC(=O)N1CC2(CC(c3cccc(NC(=O)COc4ccc(Cl)cc4)c3)=NO2)C[C@@H]1C(N)=O (some centres not stated)
-9.0% | 24.3 | COc1ccc(CN2CCNC(=O)C2CC(=O)NCCCC2CCCC2)c(C)c1C (configuration not stated)
5.6% | -3.6 | CC(=O)N(C)c1ccc(NC(=O)c2ccccc2C(=O)O)cc1
? | . | CC1CC(C)CN(c2ncc3c(n2)CC(c2ccc(Cl)cc2)CC3=O)C1 (configuration not stated)
? | . | Cc1ccc(C(=O)NCC(c2ccco2)N2CCc3ccccc32)cc1 (configuration not stated)
i | -23.4 | CN1CCCC(OC(=O)c2ccccc2Br)C1 (configuration not stated)

A second format for part of the listing above:
> CC(=O)N(C)c1ccc(NC(=O)c2ccccc2C(=O)O)cc1
  Lipid storage S3: 5.6%; Lipid storage S3 cell count max: -3.6

> CC1CC(C)CN(c2ncc3c(n2)CC(c2ccc(Cl)cc2)CC3=O)C1 (configuration not stated)
  Lipid storage S3: ?; Lipid storage S3 cell count max: .

> CN1CCCC(OC(=O)c2ccccc2Br)C1 (configuration not stated)
  Lipid storage S3: i; Lipid storage S3 cell count max: -23.4

> N#CCC(=O)N1CC2(CC(c3cccc(NC(=O)COc4ccc(Cl)cc4)c3)=NO2)C[C@@H]1C(N)=O (some centres not stated)
  Lipid storage S3: 0.7%; Lipid storage S3 cell count max: 7.7

(list continues)
Lipid storage S3 | Lipid storage S3 cell count max | structure
? | . | CCN(CC(=O)Nc1cc(S(=O)(=O)N2CCCCC2)ccc1Cl)Cc1ccccc1
-14.7% | 26.2 | CCN1CCN(CCOc2ccccc2-c2ccccc2)CC1
? | . | COC(=O)C1=C(N)Oc2cc(C)[nH]c(=O)c2C1c1ccccc1OC (configuration not stated)
? | . | CC(C)CNC(=O)c1ccccc1NC(=O)CCSc1ccccc1
6.9% | -7.7 | CC(=O)Nc1ccc(S(=O)(=O)NCCNc2ccccc2[N+](=O)[O-])cc1
16.2% | -10.7 | O=S(=O)(Nc1ccc(F)cc1)N1CCCCCC1
? | . | NS(=O)(=O)c1ccc(N/N=C/c2cn(-c3ccccc3)nc2-c2cccs2)cc1
0.3% | -5.3 | Cc1ccc(NC(=S)NCCN(C2CCCCC2)C2CCCC2)cc1C
i | . | CCOc1ccc2c(=O)c(Oc3ccccc3OCC)coc2c1
i | -17.9 | CC1CCCC(NC(=O)COC(=O)CSc2ccc3ccccc3c2)C1C (configuration not stated)
-3.1% | 5.7 | O=C(O)c1ccc(N=C2SCC(=O)N2Cc2ccccc2)cc1
6.2% | -7.8 | CCOC(=O)c1c(C)n(-c2ccc(F)cc2)c2ccc(O)cc12
10.4% | . | CN(Cc1nc(-c2cccs2)no1)CC1(N2CCOCC2)CCCCC1
4.4% | 3.4 | CCN(CC)CCN1C(=O)C(=O)/C(=C(/O)c2ccc(OC)cc2)C1c1ccco1 (configuration not stated)
25.6% | 23.0 | O=C(CCc1nc2ccccc2c(=O)[nH]1)OCc1ccc(-c2ccccc2)cc1
? | . | COC(=O)c1ccccc1NC(NC(=O)c1ccco1)C(=O)c1ccccc1 (configuration not stated)
? | . | NC1=NC(=O)/C(=C/c2ccc(Cl)cc2Cl)S1
? | . | Cc1ccc(-n2c(SCC(=O)Nc3ccc(C(=O)O)cc3)nnc2-c2ccncc2)cc1
? | . | COc1ccc(N(C(C)=O)S(=O)(=O)c2cc(OC)ccc2OC)cc1
? | . | COc1ccccc1CNc1ncccn1
? | . | CC(=O)N1CCCc2cc(S(=O)(=O)Nc3ccccc3C)ccc21
? | . | Cn1c(=O)c2c(nc(Sc3ncccn3)n2Cc2ccc(Cl)cc2)n(C)c1=O
? | . | Cc1nn(Cc2cccc(C(=O)NC34CC5CC(CC(C5)C3)C4)c2)c(C)c1Br
? | . | Cc1ccc(NC2=C(N3CCOCC3)C(=O)c3ccccc3C2=O)cc1
0.8% | . | COc1ccc(NC(=S)N2CCN(C(c3ccccc3)c3ccccc3)CC2)cc1OC
? | . | CC[n+]1c(/C=C/C=C/N(C(C)=O)c2ccccc2)sc2cc(OC)ccc21
? | . | Cc1ccc(-c2cc(-c3ccccc3)[nH]c(=S)c2C#N)cc1
? | . | CCOc1cc(N2CCOCC2)c(OCC)cc1NC(=O)c1c(C)noc1C
-6.8% | 11.2 | O=C(O)c1ccc(N=NN2CCCCC2)cc1
? | . | Cc1cc(-c2ccc(/C=N/n3cnnc3)o2)c(C)c([N+](=O)[O-])c1
? | . | Cc1ccc(/C=N/n2c(COc3ccccc3)n[nH]c2=S)o1
-4.2% | -4.7 | CCOC(=O)CSc1nnc(-c2cccnc2)n1C
? | . | COc1cc(C=O)cc(OC)c1OS(=O)(=O)c1ccc(NC(C)=O)cc1
? | . | Cc1ccc(Nc2nc(CSc3nnc(-c4ccccc4)n3C)cs2)cc1
i | -16.7 | COc1ccccc1N(C(=O)c1snc(C(N)=O)c1N)C(C(=O)NC1CCCC1)c1ccc2ncccc2c1 (configuration not stated)
? | . | CC(O)C(=O)N/N=C/c1cccc2ccccc12 (configuration not stated)
? | . | COc1ccccc1-c1nc(=S)c(C(C)=O)c(C)[nH]1
0.9% | 12.9 | OCC1(Cc2ccccc2C(F)(F)F)CCN(Cc2ccccc2)CC1
? | . | Cc1nc(-c2ccccc2O)n(S(=O)(=O)N(C)C)n1
2.8% | 8.6 | COc1ccc(-c2ccc(OC(=O)NC3CCS(=O)(=O)C3)cc2)cc1 (configuration not stated)
? | . | CC(=O)c1cccc(NC(=O)CN(Cc2ccccc2)S(C)(=O)=O)c1
? | . | COc1ccc(NC(=O)CSc2nccc(C)n2)cc1
-1.3% | -7.2 | O=C(c1cccc(F)c1)N1CCN(S(=O)(=O)Cc2ccccc2)CC1
? | . | CC(=O)Nc1ccc(S(=O)(=O)NCCC(=O)OC(C)C(=O)c2ccc(C)cc2)cc1 (configuration not stated)
? | . | Cc1ccc(C(=O)NCC(=O)OCC(=O)NCCc2ccccc2)s1
-9.4% | 0.7 | COc1ccccc1NC(=S)NC1CCCCCCCCCCC1
? | . | CCOC(=O)CN1C(=O)/C(=C/c2cccc(Br)c2)Oc2ccccc21
7.0% | -10.6 | O=C(NC1CCCCC1)c1ccc(COc2ccccc2)o1

Reprinted from the part before: 3 entries, followed by the next part.
Lipid storage S3 | Lipid storage S3 cell count max | structure
-9.4% | 0.7 | COc1ccccc1NC(=S)NC1CCCCCCCCCCC1
? | . | CCOC(=O)CN1C(=O)/C(=C/c2cccc(Br)c2)Oc2ccccc21
7.0% | -10.6 | O=C(NC1CCCCC1)c1ccc(COc2ccccc2)o1
1.1% | 12.2 | Cc1ccccc1Oc1nnc(-c2cccs2)c2ccccc12
-22.6% | -4.8 | CCN(C(=O)COC(=O)CSc1ccc(C(N)=O)cc1[N+](=O)[O-])C1CCCCC1
-15.2% | -13.2 | CSc1ccccc1C(=O)C1CCCN(C(=O)NC(C)C)C1 (configuration not stated)
? | . | Cc1cccc(-c2noc(CN(C)C(=O)c3ccco3)n2)c1
? | . | COc1cc(SC)ccc1C(=O)Nc1ccc2c(c1)CCC2
? | . | CCC(C)n1c(-c2ccco2)nc2nc3ccccc3nc21 (configuration not stated)
? | . | O=C(Nc1nc2ccc([N+](=O)[O-])cc2s1)c1ccco1
? | . | COc1cccc(C2CC(c3ccc(Cl)cc3Cl)n3nc(N)nc3N2)c1 (configuration not stated)

Record cards, as listed above. Values in the order: Lipid storage S3	Lipid storage S3 cell count max
COc1ccc(NC(=S)N2CCN(C(c3ccccc3)c3ccccc3)CC2)cc1OC in the list: 0.8%	.
COc1cc(SC)ccc1C(=O)Nc1ccc2c(c1)CCC2 in the list: ?	.

(continued)
Lipid storage S3 | Lipid storage S3 cell count max | structure
i | -19.6 | CCc1ccc(-c2ccc3nnc(SCC(N)=O)n3n2)cc1
? | . | CC1(CCc2ccccc2)NC(=S)N(c2ccccc2)N1 (configuration not stated)
? | . | N[C@@H](Cc1ccc(O)cc1)C(=O)Nc1ccc2ccccc2c1
? | . | O=c1[nH]c(/C=C/c2ccccc2)c([N+](=O)[O-])c(=O)[nH]1
i | . | O=C(COc1ccccc1)N1CCN(c2ncnc3c2cnn3-c2ccccc2)CC1
? | . | O=C(OCn1ncc(Cl)c(Cl)c1=O)c1cccc(C(F)(F)F)c1
? | . | OC(CSc1c(Cl)cccc1Cl)CN1CCN(c2ccccc2F)CC1 (configuration not stated)
? | . | O=C(c1cc2ccccc2o1)N1CCN(C/C=C/c2ccccc2)CC1
? | . | Nc1nc2c(ncn2C2C[C@H](O)[C@@H](CO)O2)c(=O)[nH]1 (some centres not stated)
? | . | COc1cccc(C(C)N(C)Cc2nc(COc3ccccc3)no2)c1 (configuration not stated)
i | . | CCCn1c(SCC(=O)Nc2nnc(C)s2)nnc1C1CC1
? | . | c1ccc2c(Cn3ccnc3)c[nH]c2c1
1.4% | 14.0 | OCCC1CN(Cc2cccc3nonc23)CCN1C1CCCCC1 (configuration not stated)
i | -20.9 | CC(C)Cc1ccc(S(=O)(=O)N2CCOCC2)cc1
0.3% | 10.9 | COc1ccc(CN2C(=O)c3cccc4cccc(c34)C2=O)cc1
-4.7% | 1.6 | CC(C)[C@@H](C(=O)NC1CC1)N1C(=O)N2CCc3c([nH]c4ccccc34)[C@@]2(C)C1=O
0.5% | 4.0 | Cc1ccsc1/C=C1/CN(C)Cc2c1nc1ccccc1c2C(=O)O
0.517µM* | 15.2* | C=C(C)Cn1c(CCNC(=O)c2ccco2)nc2ccccc21
-5.7% | -9.6 | O=C(NC1CCCC1)C(c1ccncc1)N(Cc1cccs1)C(=O)c1csnn1 (configuration not stated)
? | . | N#CCCCSc1ncccc1-c1nc2ccccc2[nH]1
? | . | O=C(Nc1cccc(-c2nc3cccnc3s2)c1)c1ccc(Cl)nc1
14.0% | 12.9 | COc1ccc(OCCCC(=O)NCCc2ccccc2)cc1
-1.7% | 18.5 | O=C(NCCc1ccccc1)C1CCC(=O)N(Cc2cccc(C(F)(F)F)c2)C1 (configuration not stated)
? | . | Cc1ccc(S(=O)(=O)N2CCN(CC(=O)N/N=C/c3ccc(Br)s3)CC2)cc1
-1.7% | 14.2 | O=C(Nc1ccc(F)cc1)N1CCN(C(=O)C2CCCO2)CC1 (configuration not stated)
? | . | Cc1ccc(-n2cc(CNCCn3nc(C)cc3C)c(-c3ccc(F)cc3)n2)cc1
9.8% | 9.0 | O=C(c1c[nH]c(C(=O)N2CCN(Cc3ccccc3)CC2)c1)C1CCCCC1
-12.2% | -12.0 | O=C(Nc1ccc2c(c1)OCCO2)NC1(C(F)(F)F)Oc2ccccc2O1
? | . | Cc1ccc(CNCCNCCO)s1
? | . | O=C(NC1CCCc2ccccc21)N[C@@H](Cc1ccccc1)C(=O)O (some centres not stated)
? | . | COc1ccc(OC)c(N(CC(N)=O)S(=O)(=O)c2ccc(OC)c(OC)c2)c1
i | -8.6 | CCCCCNC(=O)Cc1ccc(S(=O)(=O)N2CCOCC2)s1
7.31µM* | -1.0* | O=C1/C(=C/c2ccccc2F)SC(=S)N1CC(=O)N1CCCCC1c1cccnc1 (configuration not stated)
? | . | CC1=CCC(C(=O)O)(C(=O)N/N=C/c2cccs2)C(c2ccc([N+](=O)[O-])cc2)C1 (configuration not stated)
-11.1% | 18.4 | CC(=O)c1cc(C)ccc1OC(=O)c1ccncc1
25.4% | . | CC1CCc2sc(C(=O)NCc3ccccn3)cc2C1 (configuration not stated)
? | . | O=C(NCCC1CCCCN1S(=O)(=O)c1ccccc1)C(=O)NCc1ccccn1 (configuration not stated)
